M17LAP inhibition: P. falciparum M17LAP inhibitors, primary screen, biochemical, fluorogenic H-Leu-NHMec substrate, 1536-well (AID 1619). recombinant M17LAP, H-Leu-NHMec fluorogenic kinetic assay; higher % means a stronger effect. 220,000 tested, 0.38% active. inhibition, % at 30 µM, or IC50 in µM where a hit was titrated;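 active means compound inhibiting the enzyme by more than half at any dose during confirmatory dose-response retesting; inconclusive means strong single-dose inhibitors picked by rank but not retested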;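 further: plate controls were full reaction with DMSO carrier for no effect and no enzyme background for full effect; strong numbers were not always called active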
NOD2 inhibition: NOD2 signaling inhibitors, cell-based, luminescence, uHTS, HEK293 (AID 1566); inhibition, % at 4 µM; hits with a dose series show EC50 in µM; 290,000 tested, 0.63% active; HEK293 NOD2/NF-kB luciferase reporter, luminescence; higher % means a stronger effect; further: many of its hits are not listed in these tables
SIAH1 antagonists: blockers of Siah-1 interaction with plectin peptide – biochemical, fluorescence polarization, rhodamine-plectin, uHTS, primary screen (AID 1817). 290,000 tested, 0.02% active. Siah-1 / rhodamine-plectin peptide fluorescence polarization; higher % means a stronger effect. one-dose displacement, % at 20 µM; IC50 in µM for titrated hits;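 active means displacement of at least 50% at 20 µM, with a fluorescence ratio check between 0.3 and a set limit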;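 further: plate controls were Siah plus tracer with DMSO for no effect and tracer alone without Siah for full effect; strong numbers were not always called active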
AID2073: disruptors of CaV2.2 binding to Mint1 – biochemical, HTRF (AID 2073); HTRF protein-protein interaction, Mint1-CaV2.2; higher % means a stronger effect; one-dose inhibition, % at 20 µM; IC50 in µM for titrated hits; 290,000 tested, 0.19% active; in the data active means inhibition mostly above about 51%, no sharp cut-off; inconclusive means no clear call, values can overlap the other calls; inactive means mostly below about 53%; further: some results filed as inactive read as strong as hits
ER stress rescue: protection against thapsigargin-triggered cell killing – 384-well, CSM14.1, ATP luminescence, primary screen (AID 1222); cellular ATP content (survival), % at 20 µM; hits with a dose series show EC50 in µM; 190,000 tested, under 10 active; CSM14.1 thapsigargin-induced death rescue, ATP luminescence; higher % means a stronger effect;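 active means EC50 below 50 µM in the dose-response confirmation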;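 further: death triggered by thapsigargin at about 15 µM added after 2 h compound pretreatment; cell ATP read after overnight thapsigargin exposure of roughly 18 to 22 hours; normalized against plate controls of thapsigargin alone and 5% DMSO vehicle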
P. falciparum M1AAP: malaria alanyl aminopeptidase activity blockers – biochemical, fluorogenic H-Leu-NHMec substrate, 1536-well (AID 1445); inhibition, % at 30 µM, or IC50 in µM where a hit was titrated; 220,000 tested, 0.42% active; recombinant M1AAP, H-Leu-NHMec fluorogenic kinetic assay; higher % means a stronger effect;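 active means primary inhibition above the hit cutoff, then over 50% inhibition at one or more dose response concentrations, cut at about 23% in these data, passing the limit was not always enough; inconclusive means conflicting primary data, or primary hits not chosen for dose response; inactive means low primary inhibition, or under 50% at every dose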;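 further: plate controls were DMSO full reaction for no effect and no enzyme background for full effect; strong numbers were not always called active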
XIAP displacement: small molecules displacing peptide from XIAP – biochemical, IAP family, fluorescence polarization (AID 1018). XIAP BIR domain, fluorescence polarization peptide displacement; higher % means a stronger effect. one-dose displacement, % at 20 µM; IC50 in µM for titrated hits. 200,000 tested, 0.007% active; in the data active means displacement above about 50%; further: a part of the inactive calls stands beside numbers as strong as those of hits
LYP phosphatase: PTPN22 lymphoid phosphatase activity blockers – biochemical, fluorescence intensity, uHTS (AID 1779); recombinant LYP phosphatase, fluorescence intensity; higher % means a stronger effect; inhibition, % at 11.5 µM; hits with a dose series show IC50 in µM; 290,000 tested, 0.054% active;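 further: plate controls were vehicle with enzyme for no effect and no enzyme for full effect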
Lipid droplet: hepatic lipid droplet formation modulation | inhibition, % at 6.5 µM | AML12 mouse hepatocytes, oleate lipid droplets, BODIPY imaging | 240,000 tested, 0.4% active;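 active means lipid droplet intensity inhibited by at least 50%, with more than 500 cells counted; inconclusive means wells with under 300 cells, treated as cytotoxic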
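Test system: AML12 hepatocytes (mouse); reagent: oleate loading, 100 µM; dosing: one dose, 6.5 µM compound; incubation: overnight exposure; signal: fluorescence imaging, 20x objective, two fields per well; read-out basis: % inhibition of corrected integrated BODIPY droplet signal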
Lipid droplet cells 6.5 µM: second read-out of Lipid droplet, no call of its own (marks repeat the call); cell count; measured here: cell count, cytotoxicity flag;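 cells counted across two imaged fields per well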
Active calls of the source: *; ? = inconclusive; · = no result given. Unless noted, no stated cut-off is given here; in the data, active means inhibition above about 50%; inactive means the rest. These rows are one share of the data; the hit share may differ from the screen's.

Molecule,M17LAP inhibition,NOD2 inhibition,SIAH1 antagonists,AID2073,ER stress rescue,P. falciparum M1AAP,XIAP displacement,LYP phosphatase,Lipid droplet,Lipid droplet cells 6.5 µM
COc1ccc(N(CC(=O)N2CCN(c3cccc(C)c3)C(C)C2)S(=O)(=O)c2c(C)n[nH]c2C)cc1 (stereo not drawn),-6%,3%,8%,23%,-1.1%,8%,1.2%,3%,6,701
CCCC[n+]1ccn(-c2nc3ccccc3nc2[N-]S(=O)(=O)c2cccs2)c1,-53%,-5%,-3%,-32%,·,3%,·,-12%,-72,715
COc1cccc(-c2nnc(SCC(=O)OC(C)C)n2Cc2ccco2)c1,5%,13%,-2%,-12%,-0.3%,2%,-0.7%,-7%,·,·
CSc1nnc(N2C(=O)C(O)=C(C(=O)c3ccco3)C2c2ccccc2F)s1 (stereo not drawn),·,16%,-2%,-29%,·,·,·,-7%,12,728
CCCn1c(C)cc(=O)c2cc(NC(=O)c3cnccn3)ccc21,-5%,20%,5%,-31%,-1.2%,5%,4.8%,3%,-5,697
CCN1CCN(C(=O)NC(c2ccc(C)c(F)c2)C(Cl)Cl)CC1 (stereo not drawn),1%,-13%,-2%,10%,0.2%,-3%,-13%,-2%,-4,688
O=C(Cc1cccs1)N1CCN(c2nc(-c3ccc(Cl)cc3)cs2)CC1,1%,20%,4%,28%,1.5%,1%,-12%,3%,·,·
NNC(=S)Nc1ccc(C(F)(F)F)cc1Cl,-1%,10%,-5%,-19%,·,12%,·,-7%,20,803
CC(C)Sc1nc2ccc(Br)cc2[nH]1,·,-59%,3%,4%,-1.8%,·,-4.2%,0%,-12,666
CCOC(=O)c1c(C)[nH]c(N=Nc2cc(C(=O)O)cc(C(=O)O)c2)c1C,30%,-5%,-2%,6%,·,17%,·,9%,-13,673
CC1CCN(C(=O)Cn2c(=O)c3cccn3c3ccccc32)CC1,·,12%,9%,-4%,·,·,·,-10%,-6,657
O=C(Nc1cccc(Cl)c1)N(CCN1CCOCC1)Cc1cccc(Cl)c1,14%,-11%,-2%,0%,-2.3%,-5%,-12%,3%,-18,679
Cn1c(CN2CCN(C(=O)c3ccco3)CC2)nc2cc([N+](=O)[O-])ccc21,·,18%,2%,8%,·,·,·,-12%,2,789
Cc1cccc(/N=C/c2c(O)n(Cc3ccc4c(c3)OCO4)c(=O)c3ccccc23)n1,-2%,-3%,-1%,12%,2.2%,2%,-2.6%,-9%,-12,592
O=C(Nc1ccccc1F)NC1CCCCCCC1,·,-36%,2%,0%,·,·,·,-11%,0,852
NS(=O)(=O)c1cccc(NC(=O)c2cccc(-c3ccc(O)cc3)c2)c1,·,9%,6%,20%,·,·,·,-7%,-4,743
CCc1ccc(/C=C(\C)C(=O)c2c(C)cc(C)[nH]c2=O)cc1,9%,7%,2%,5%,-0.7%,17%,-2.9%,6%,-31,707
CC(=O)Nc1ccccc1P(=O)(c1ccccc1)c1ccccc1OC(C)=O (stereo not drawn),3%,9%,1%,6%,·,0%,·,-7%,-3,614
O=C(Nc1nc(-c2cccs2)cs1)c1cc2ccccc2oc1=O,-2%,-16%,1%,-10%,-1.6%,0%,0.5%,-3%,·,·
Cc1ccc(-c2ccnc3nc(Sc4ncc(C(F)(F)F)cc4Cl)nn23)cc1,11%,-6%,0%,20%,-1.5%,10%,-5.2%,-1%,·,·
COC(=O)c1nnn(-c2ccccc2)c1N,0%,5%,-3%,1%,-0.8%,4%,-2.7%,-3%,28,756
Cc1nn(CCC(=O)NNC(=S)Nc2ccc(F)cc2)c(C)c1Br,9%,21%,-4%,8%,-2.6%,-11%,-3.6%,-12%,4,573
CCn1nnc(-c2ccccc2NC(=O)c2ccc(-n3cnnn3)cc2)n1,10%,-6%,5%,?,·,16%,-5.3%,0%,21,680
CC(C)=CC/C=C1\CCC(C(=O)O)C(C(=O)O)C1 (stereo not drawn),11%,6%,2%,0%,·,-2%,0.5%,1%,-3,642
Cc1cc(C)nc(SCc2nnc(SCC(=O)Nc3cc(C(F)(F)F)ccc3Cl)o2)n1,-2%,4%,-4%,0%,-0.1%,-9%,-2.6%,-3%,-18,764
Cc1cc(C)nc(SCC(=O)Nc2ncc(C(F)(F)F)cc2Cl)n1,-3%,7%,8%,-3%,-0.7%,2%,-12%,-7%,-6,513
COc1cccc2cc(/C(=N/O)c3ccccc3)oc12,-7%,-30%,0%,0%,3.1%,3%,-18%,5%,2,708
C=CCC1=C/C(=C\c2c(N)n3nc(CC(=O)N4CCCC4)sc3nc2=O)C=C(OC)C1=O,·,26%,4%,13%,·,·,·,0%,-6,742
COc1ccc(Oc2cc(C(F)(F)F)cnc2C(N)=O)cc1,-3%,12%,-1%,4%,-3.1%,9%,-6.3%,-11%,-5,755
Cc1nc(COC(=O)c2c(C)nn(-c3ccccc3)c2C)cs1,4%,0%,0%,5%,3.2%,5%,-3.7%,-9%,·,·
NC(=O)NC(=O)COC(=O)c1ccc(OC(F)F)cc1,-3%,-4%,14%,-1%,1.7%,11%,-0.2%,-5%,-10,704
CCn1c2ccccc2c2cc(NC(=O)c3ccccc3-c3ccccc3C(=O)O)ccc21,-1%,-10%,-4%,20%,·,17%,·,2%,-3,841
COc1cc(Cl)c(NS(=O)(=O)c2ccc(-c3ccc(=O)[nH]n3)o2)c(OC)c1,·,9%,-2%,1%,·,·,·,-6%,-6,729
CC(Cc1ccsc1)NC(=O)CCc1nnc(COc2ccccc2)o1 (stereo not drawn),·,-8%,5%,-19%,-0.3%,·,-2.3%,-4%,-15,704
C(=N\Nc1nc(N2CCCC2)nc(N2CCCC2)n1)/c1ccccc1OCc1ccccc1,22%,-19%,-1%,-7%,-0.7%,7%,-5.9%,11%,-13,722
CCOC(=O)c1sc2nc(-c3ccco3)c3c(c2c1N)CC(C)(C)OC3,·,8%,-9%,9.6µM*,6.7%,·,-3.1%,2%,·,·
COc1ccc(-n2c(=O)c3ccccc3n(Cc3cccc(C)c3)c2=O)cc1OC,3%,9%,-4%,15%,0.0%,5%,-0.4%,2%,-8,708
Cc1ccc(-c2cc(-c3ccccc3Cl)c(C#N)c(N)n2)o1,-60%,0%,0%,17%,1.5%,12%,-2.0%,-1%,17,726
CCC(C)NC(=O)CSc1nc2ccc(N3CCOCC3)cc2c(=O)n1CCc1ccccc1 (stereo not drawn),-6%,-27%,-6%,-17%,-2.4%,23%,-7.5%,-10%,-4,774
COC(=O)c1ccccc1Sc1c(/C=N/OCc2ccc(Cl)cc2)c(C(F)(F)F)nn1C,-3%,7%,-3%,-8%,-1.6%,2%,-5.9%,-3%,-24,748
COc1ccc(C(=O)ON=C2c3ccccc3-c3ccccc32)cc1OC,-3%,12%,-1%,15%,-1.5%,2%,-5.2%,-6%,-2,675
CCOc1ncccc1C(=O)N=c1sccn1C,·,-20%,-3%,14%,·,·,·,-8%,4,786
CCOC(=O)C(C(=O)OCC)C(C)C#CCN1CCCCC1 (stereo not drawn),0%,-11%,-1%,0%,·,14%,-2.2%,0%,15,669
CN(C)S(=O)(=O)N1CCN(c2ccnc3cc(Cl)ccc23)CC1,·,6%,-5%,14%,·,·,·,-8%,20,812
Cc1ccc(CSc2ncnc3c2cnn3-c2ccccc2)cc1,1%,18%,2%,11%,0.8%,3%,-6.9%,-6%,-5,482
O=C(CSc1ccc(Cl)cc1)NCc1ccncc1,9%,9%,6%,18%,-5.7%,6%,-6.5%,-9%,16,678
Cn1c(=O)c2c(ncn2CC(=O)N2CCc3ccccc3C2)n(C)c1=O,-7%,4%,2%,0%,0.7%,-1%,2.1%,0%,·,·
CCc1[nH]nc(C(=O)NC2CCCc3c2cnn3-c2cc(C)cc(C)c2)c1C (stereo not drawn),·,-32%,0%,7%,·,·,·,2%,-27,698
O=C(c1ccc(Cl)nc1)c1cccs1,-2%,24%,6%,5%,·,-13%,·,-3%,-5,675
CC(=N/O)/C(C)=N\NC(=O)c1ccccn1,-5%,-13%,1%,8%,-1.2%,-7%,-4.9%,-4%,-1,728

(list continues)
Molecule,M17LAP inhibition,NOD2 inhibition,SIAH1 antagonists,AID2073,ER stress rescue,P. falciparum M1AAP,XIAP displacement,LYP phosphatase,Lipid droplet,Lipid droplet cells 6.5 µM
Cc1cccc(NC(=O)CSc2nnnn2C2CCCC2)c1,·,-5%,0%,-2%,·,·,·,-9%,-23,841
O=C(CCc1nnc(COc2ccccc2)o1)NCCc1cccs1,-5%,2%,1%,9%,0.2%,-2%,-1.3%,-4%,4,649
CC(OC(=O)CCCc1nc2ccccc2s1)C(=O)NC(N)=O (stereo not drawn),-2%,9%,15%,4%,·,1%,·,-10%,3,689
COc1ccc(S(=O)(=O)N2CCNCC2)cc1OC,1%,4%,-4%,-3%,-1.4%,6%,-13%,-8%,-4,692
CC1=C(C(=O)Nc2ccccc2)C(c2cccs2)NC(=O)N1 (stereo not drawn),2%,-12%,6%,4%,2.5%,-2%,-2.4%,-5%,-14,660
O=C(CSc1ncnc2c1nnn2Cc1ccccc1F)N1CCN(c2ccccc2)CC1,2%,10%,5%,8%,0.2%,10%,-5.8%,1%,-18,773
CCn1c(SCc2cccc(C(=O)O)c2)nnc1-c1ccc(Cl)cc1,·,4%,6%,8%,·,·,·,-5%,12,802
O/N=C1/CC/C(=N\O)c2nn(-c3ccccc3)nc21,20%,-36%,1%,13%,-2.7%,2%,0.2%,0%,-1,701
O=C(CSc1oc(-c2ccc(F)cc2)nc1S(=O)(=O)c1ccc(F)cc1)NCC1CCCO1 (stereo not drawn),12%,9%,-7%,6%,0.0%,7%,2.2%,-3%,-1,739
COc1ccc(C2(CNS(=O)(=O)c3ccccc3)CCOCC2)cc1,-6%,12%,-2%,5%,-0.4%,-1%,-2.1%,-13%,-16,599
CCOC(=O)c1ccc(NC(=O)CC2SC(=NC)N(C)C2=O)cc1 (stereo not drawn),-4%,13%,-1%,-7%,·,4%,0.4%,-3%,-3,719
O=C(c1cc2nc(-c3ccco3)cc(C(F)(F)F)n2n1)N1CCc2ccccc2C1,-1%,40%,-2%,15%,4.8%,5%,-2.3%,-6%,·,·
